# Bioassay records from PubChem.
# All columns: NCI-60 one-dose screen, growth in % after 48 h at 10 µM unless noted; 100 = growth as untreated, 0 = no growth, -100 = all killed.
# HL-60(TB) – HL-60(TB) leukemia cells; AID 1794776; 9% of 78,000 active; active = growth percent below 10
# Numbers without * were called inactive; & = joins results of further samples; [ ] = remark or other dose. A portion of the library; count on the stated rates, not on these rows.
> CCCCC1COc2cccc3c(SCC(=O)N(C)c4cccc(Cl)c4)cc[n+]1c23 (configuration not stated)
  HL-60(TB) = 102.4

> CC1(C)OC(=O)C(=Cc2ccc(F)cc2)C(=O)O1
  HL-60(TB) = 82.6

> CCn1c2ccccc2c2cc(NC(=O)Nc3ccc([N+](=O)[O-])cc3C)ccc21
  HL-60(TB) = 18.7

> C#CC(C)(C)N1CCCCC1
  HL-60(TB) = 107.8

> Cc1c(C(=O)Nc2ccc(C(=O)N3CCOCC3)cc2)nnn1-c1ccccc1
  HL-60(TB) = 98.6

> Nc1nc(Nc2ccncc2)nn1Cc1cccc(Br)c1
  HL-60(TB) = 103.1

> N#C/C(=C\c1ccc2ccccc2n1)c1cc2ccccc2[nH]1
  HL-60(TB) = 73.0

> C[N+](C)(C)CCOP(=O)(O)OP(=O)([O-])OCC1CCC(n2ccc(N)nc2=O)O1 (configuration not stated)
  HL-60(TB) = 102.7

> CC(C)OCCCNC(=O)CCl
  HL-60(TB) = 104.7

> COc1ccc(C(=O)C[n+]2ccccc2)cc1
  HL-60(TB) = 88.4

> CC(C)(CO)N(CCO)CCO
  HL-60(TB) = 102.7

> COc1ccc(/C=C/C(=O)c2ccc(Oc3ncnc4ccccc34)cc2)cc1
  HL-60(TB) = 71.6

> CC1([N+](=O)[O-])COC(c2cccc3ccccc23)OC1 (configuration not stated)
  HL-60(TB) = 91.3

> COc1ccc(-c2nc(SCC(=O)N3CCN(c4cc5c(cc4F)c(=O)c(C(=O)O)cn5C4CC4)CC3)nc(Cl)c2C#N)cc1OC
  HL-60(TB) = 110.3

> Cc1ccc(-c2[nH]c(=S)[nH]c(=O)c2C#N)s1
  HL-60(TB) = 100.8

> O=C(OCCOCCOC(=O)N1CCOCC1)N1CCOCC1
  HL-60(TB) = 82.6

> CN(C)c1ccc2[nH]c3c(C(=O)O)cc(=O)c(=O)c=3oc2c1
  HL-60(TB) = 104.0

> CN(C)S(=O)(=O)Nc1cccc(Br)c1
  HL-60(TB) = 83.9

> C/C=C/C(=O)Nc1cccc(Cn2c(=O)[nH]c3ccc(Oc4ncccn4)cc3c2=O)c1
  HL-60(TB) = 65.9[13.7 µM]

> Nc1ccc(Sc2ccc([N+](=O)[O-])c3nonc23)cc1
  HL-60(TB) = 42.8

> N#CCCCCCCl
  HL-60(TB) = 98.8

> N#Cc1nc(-c2ccccc2)oc1S(=O)(=O)N1CCN(S(=O)(=O)c2ccccc2)CC1
  HL-60(TB) = 54.4

> CC(C)N(Cc1ccccc1)c1c(S)ssc1=S
  HL-60(TB) = -23.3*

> N#Cc1c(-c2cccs2)cc(-c2cccc(Cl)c2)[nH]c1=O
  HL-60(TB) = 97.8

> COc1ccc(NC(=O)Cn2cnc3c(cc(-c4ccccc4)n3-c3ccncc3)c2=O)cc1
  HL-60(TB) = 117.9

# Of the compounds above, these have a nitro group on carbon:
> CCn1c2ccccc2c2cc(NC(=O)Nc3ccc([N+](=O)[O-])cc3C)ccc21
  HL-60(TB) = 18.7

> CC1([N+](=O)[O-])COC(c2cccc3ccccc23)OC1 (configuration not stated)
  HL-60(TB) = 91.3

> Nc1ccc(Sc2ccc([N+](=O)[O-])c3nonc23)cc1
  HL-60(TB) = 42.8

# The main list resumes with the 5 entries that preceded the break.
> N#CCCCCCCl
  HL-60(TB) = 98.8

> N#Cc1nc(-c2ccccc2)oc1S(=O)(=O)N1CCN(S(=O)(=O)c2ccccc2)CC1
  HL-60(TB) = 54.4

> CC(C)N(Cc1ccccc1)c1c(S)ssc1=S
  HL-60(TB) = -23.3*

> N#Cc1c(-c2cccs2)cc(-c2cccc(Cl)c2)[nH]c1=O
  HL-60(TB) = 97.8

> COc1ccc(NC(=O)Cn2cnc3c(cc(-c4ccccc4)n3-c3ccncc3)c2=O)cc1
  HL-60(TB) = 117.9

> CNC1=C([N+](=O)[O-])C(c2ccc(O)cc2)C(C#N)=C(c2ccc[nH]2)O1 (configuration not stated)
  HL-60(TB) = 85.3

> Cn1cc(-c2cc3nc(-c4cn(C)c5ncc(Br)cc45)cc(N)n3n2)c2ccccc21
  HL-60(TB) = -60.3*

> c1ccc(CNC2CCCCCCC2)cc1 (tested in a mixture with another compound)
  HL-60(TB) = 76.8

> C#Cc1ccc(-n2c(/C=C/c3cccc4c3OCO4)nc3ncccc3c2=O)cc1
  HL-60(TB) = 94.2

> O=Cc1cccc[n+]1Cc1ccc2c(c1)OCO2
  HL-60(TB) = 94.7

> O=[N+]([O-])c1cc(Cl)ccc1-n1cc(COc2ncnc3sc4c(c23)CCCC4)nn1
  HL-60(TB) = 99.3

> Cn1nnc2c(C(N)=O)ncn2c1=O
  HL-60(TB) = 99.8

> Cc1ccc(C(=O)OCC(C)C)cc1
  HL-60(TB) = 104.3

> COc1cccc(-c2nc(N3CCOCC3)c3c4c(sc3n2)CCCC4)c1
  HL-60(TB) = 87.5

> COc1ccc(C2OCCO2)cc1
  HL-60(TB) = 113.6

> CC(=O)Nc1cc(Cl)ccc1F
  HL-60(TB) = 80.7

> CC(C)=CCC1=C(OC2OC(CO)C(O)C(O)C2O)C(=O)c2ccccc2C1=O (configuration not stated)
  HL-60(TB) = 101.8

> Nc1[nH]c(=O)[nH]c(=O)c1N=Nc1ccc(S(=O)(=O)Nc2ccccn2)cc1
  HL-60(TB) = 93.9

> CN1C(=O)N(C)C2(c3ccccc3)n3c(s/c(=C\c4ccccc4)c3=O)=NNC12c1ccccc1 (configuration not stated)
  HL-60(TB) = 90.1

> CC(CN(C)C)CN1c2ccccc2Sc2ccccc21 (configuration not stated)
  HL-60(TB) = 94.5&105.2&91.3

> COc1ccccc1N1CCN(C(=O)c2ccc(Cc3n[nH]c(=O)c4cccnc34)cc2)CC1
  HL-60(TB) = 98.6

> Cc1ccc(Cn2c(=O)[nH]c(=O)n(Cc3ccc(Cl)cc3)c2=O)cc1
  HL-60(TB) = 84.7

> Cc1ccc(S(=O)(=O)N2CCCC3OCCCC3=C2c2ccc(-c3ccccc3)cc2)cc1 (configuration not stated)
  HL-60(TB) = 81.7

> CSc1nc2nc(N)nc(SC)c2[nH]1
  HL-60(TB) = 102.3

> CC(=O)Oc1ccc(C2(c3ccc(OC(C)=O)cc3)C(=O)Nc3ccccc32)cc1
  HL-60(TB) = 119.0&75.5

> O=C(O)c1cn(C2CC2)c2cc(N3CCN(C(=O)CN4C(=O)S/C(=C/c5ccc(F)cc5)C4=O)CC3)c(F)cc2c1=O
  HL-60(TB) = 101.2

> COc1cc(C2CC(=O)Nc3c(-c4ccc(F)cc4)nsc32)cc2c1OCO2 (configuration not stated)
  HL-60(TB) = 77.4

> c1cc(NCCN2CCOCC2)c2ccc3c(ccc4c(NCCN5CCOCC5)ccnc43)c2n1
  HL-60(TB) = 78.0

> O=S(=O)(Nc1ccc(C(F)(F)F)cc1)c1ccc(-c2ccc(Cl)cc2Cl)cc1
  HL-60(TB) = 100.9

> CN1CCN(C2=Nc3ccccc3Cc3ccccc32)CC1
  HL-60(TB) = 134.1

# (more compounds)
molecule	HL-60(TB)
COc1ccc(NC(=O)N(O)C2(C#N)CCCCC2)cc1	86.3
CNC(=O)Cn1nnc(C(=O)OC)c1CCc1ccccc1	101.5
COc1ccc2c(c1)O/C(=C\c1cccc(OCC(=O)Nc3nc4ccccc4s3)c1)C2=O	40.7
O=[N+]([O-])c1ccc(-c2nnc(COc3ccc(Cl)cc3Cl)o2)cc1	70.4
CC(C)(C)SC(=S)SCC(=O)c1ccc(Cl)cc1	87.7
COc1ccc(NC(=O)c2sc3nc4c(cc3c2N)CN(C)CC4)cc1	85.8
CC(C)n1c(=S)[nH]c2ccccc2c1=O	84.4
Nc1ncnc2c1ncn2C(C=O)OC(C=O)CO (configuration not stated)	19.3
O=c1cc(C=NCc2nc(-c3ccccc3)cs2)c2cc(Cl)ccc2o1	87.7
CC(/C=C1\N=C(c2ccccc2)OC1=O)=C\c1ccccc1	102.4
Nc1cccc(-c2nc3sccn3c2-c2ccnc(NCCNS(=O)(=O)c3ccc(Br)cc3)n2)c1	114.3
CCC(C)N (configuration not stated)	103.5
COc1ccc(Cl)cc1N1C(=N)/C(=C2\Nc3ccccc3S2)CC1=O	89.0
O=C(O)c1cc(Br)c(O)c(Br)c1	105.3
CC(=O)Nc1ccc(C(=O)c2ccccc2)cc1	102.2
CC(=O)OC1CC2C3CCC4C[C@@H](NC(=O)C=C(C)C)CC[C@]4(C)C3CC[C@]2(C)[C@H]1C(C)N(C)C (some centres not stated)	-49.6*
O=C(O)c1ccccc1C(=O)c1ccc2c(c1)CCC2	75.4
Oc1cccc(C2Nc3ccccc3-n3cccc32)c1O (configuration not stated)	89.7
CCOc1ccc(-c2ccc(=O)n(-c3ccc(S(N)(=O)=O)cc3)n2)cc1	103.3
CCOC(=O)C(NC(C)=O)C(C)=O (configuration not stated)	118.7
C[C@@H]1C=C(I)[C@@]2(CCCO)c3c(oc4ccccc34)-c3ccccc3[C@@H]12	118.6
CC(C)[C@@H]1CC[C@@H](C)C[C@H]1N	100.7
CCCN1CSC(=S)N(CCC)C1	64.5
NS(=O)(=O)c1ccc(CCn2c(SCC(=O)N/N=C/c3ccc(Cl)cc3)nc3ccccc3c2=O)cc1	55.6
CC(C)(CCC(=S)N1CCOCC1)c1ccccc1	110.3
O=C1Nc2c(ccc(Cl)c2Cl)/C1=C/c1ccncc1	91.8
NC(=S)Nc1cccc(NC(N)=S)c1	99.1
Nc1nc(-c2cccc([N+](=O)[O-])c2)cs1	86.2
CN1CCN(c2ccc(/C=N/NC(=O)CSc3nc4ccccc4c(=O)n3-c3ccc(Cl)cc3)cc2)CC1	116.1
CCC(=O)c1ccc(OC)c2ccccc12	105.0

# Structures listed so far that have fluorine, in the order listed:
molecule	HL-60(TB)
CC1(C)OC(=O)C(=Cc2ccc(F)cc2)C(=O)O1	82.6
COc1ccc(-c2nc(SCC(=O)N3CCN(c4cc5c(cc4F)c(=O)c(C(=O)O)cn5C4CC4)CC3)nc(Cl)c2C#N)cc1OC	110.3
CC(=O)Nc1cc(Cl)ccc1F	80.7
O=C(O)c1cn(C2CC2)c2cc(N3CCN(C(=O)CN4C(=O)S/C(=C/c5ccc(F)cc5)C4=O)CC3)c(F)cc2c1=O	101.2
COc1cc(C2CC(=O)Nc3c(-c4ccc(F)cc4)nsc32)cc2c1OCO2 (configuration not stated)	77.4
O=S(=O)(Nc1ccc(C(F)(F)F)cc1)c1ccc(-c2ccc(Cl)cc2Cl)cc1	100.9

# The listing picks up, starting 3 compounds before the break.
molecule	HL-60(TB)
Nc1nc(-c2cccc([N+](=O)[O-])c2)cs1	86.2
CN1CCN(c2ccc(/C=N/NC(=O)CSc3nc4ccccc4c(=O)n3-c3ccc(Cl)cc3)cc2)CC1	116.1
CCC(=O)c1ccc(OC)c2ccccc12	105.0
COc1ccc(-c2nc(SCCC(C)C)nc(N/N=C\c3ccc(F)cc3)c2C#N)cc1	77.4
O=C(c1ccccc1)c1ccc(N2C(=O)C3C4c5ccccc5C(/C=C/C(=O)c5cccs5)(c5ccccc54)C3C2=O)cc1 (configuration not stated)	77.2
Cc1cc2c3ccccc3ccc2[n+]2ccccc12	46.2
CCCCCCCCNCC(O)c1ccc(Cl)c(Cl)c1 (configuration not stated)	79.5
COc1ccc(C(=O)CCN2CCC3CCC(C3)C2)cc1 (configuration not stated)	101.7
CC1(C)SC(C(NC(=O)Cc2ccccc2)C(=O)O)NC1C(=O)O (configuration not stated)	79.2
O=[N+]([O-])c1ccc(Nc2ccccc2)c([N+](=O)[O-])c1	98.9
O=C(NC(=S)Nc1ccccn1)c1ccccc1	95.8
COc1ccccc1NC(=O)Cn1cc(CN2CCN(c3ccnc4cc(Cl)ccc34)CC2)nn1	131.0
Cc1ccc(-c2nn(-c3ccccc3)cc2/C=C/c2nnc(-c3ccc(Cl)cc3Cl)o2)cc1	98.5
COc1ccc(/C=C/C(=O)Nc2ccc(-c3nc4ccc(F)cc4s3)cc2)cc1OC	90.8
Nc1cnc2ccccc2n1	110.6
NC(=S)Nc1nnc(SCC(=O)Nc2ccc3oc(=O)ccc3c2)s1	103.6
COc1ccc2[nH]c(O)c(N=NC(=O)c3ccc(NS(C)(=O)=O)cc3)c2c1	100.3
O=C1CC[C@@H](C(=O)O)N1	94.7&105.1
O=C(CC(=O)C(F)(F)C(F)(F)C(F)(F)F)c1cc2ccccc2o1	99.3
C[C@H]1[C@H](OC(=O)CCC(=O)N(CCCc2cn(-c3ccc(CN4CCOCC4)cc3)nn2)CCNc2ccnc3cc(Cl)ccc23)O[C@@H]2OC3(C)CC[C@H]4[C@H](C)CC[C@@H]1[C@@]24OO3	-47.0*
Clc1ccc2c3c(cccc13)CC2	102.7
COCC1(c2nc3ccc(Cl)cc3c(-c3ccccc3)c2-c2nn[nH]n2)CCCC1	95.2
COc1ccc(-c2ccc3c(C)nc4oc(-c5cc(OC)c(OC)c(OC)c5)nc4c3n2)cc1	70.7
ClC(Cl)=C(c1ccc(Cl)cc1)c1ccc(Cl)cc1	111.1
CC(=O)c1cc2c(N)c(C(=O)Nc3cccc4c3OCCO4)sc2nc1C	86.8
CCn1cc(C(=O)O)c(=O)c2cc(F)c(N3CCN(C(=O)CO[N+](=O)[O-])CC3)cc21	109.0
CC(CCNC(=O)c1ccccc1)(CCNC(=O)c1ccccc1)[N+](=O)[O-]	109.6
CN1CCN(Cc2cc(C(=O)/C=C/c3c[nH]c4ccccc34)ccc2O)CC1	101.5
O=C(CCCc1ccccn1)c1ccc(-c2ccccc2)cc1	105.6
S=C(Nc1ccccc1)Nc1ccccc1Cl	61.9
c1ccc(Nc2ccc(Nc3ccccc3)cc2)cc1	72.5
